Spn DPM-DC inh = S. pneumoniae DPM-DC inhibitors, primary screen, biochemical, PK/LDH-coupled NADH fluorescence; diphosphomevalonate decarboxylase (Streptococcus pneumoniae D39); purified DPM-DC; calls only at 10 µM; 65,000 tested, 0.49% active; AID 556, 2006;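 active means the 320 compounds with the highest percent inhibition in the single-dose primary screen, excluding strongly autofluorescent ones, cut at about 32% in these data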;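 further: kinetic rate of NADH fluorescence loss reporting ADP formed by the decarboxylase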
HPDE-C7K KRASV12 = cytotoxicity in KRAS-transformed pancreatic duct cells, primary screen, cell-based, fluorescence, HTS (AID 431) | HPDE-C7K KRASV12 cells, Alamar Blue viability, 48 h; higher % means a stronger effect | cytotoxicity, % at 10 µM, or EC50 in µM where a hit was titrated | 63,000 tested, 1.7% active;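 active means compounds whose percent cytotoxicity in the single-dose primary screen, scaled between solvent and toxic-drug controls, exceeds 50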;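 further: 0% = DMSO solvent wells and 100% = doxorubicin-treated wells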
PMK inhibit = S. pneumoniae PMK inhibitors, primary screen, biochemical, mevalonate pathway, pilot trial included | inhibition, % at 10 µM | phosphomevalonate kinase (Streptococcus pneumoniae D39) | 65,000 tested, 0.49% active | purified PMK, PK/LDH-coupled NADH absorbance 340 nm | AID 539, 2006;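 active means top-ranked compounds by inhibition in the single 10 µM screen, taking a fixed number of the strongest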;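 further: 0% = full reaction with DMSO carrier and 100% = background rate without enzyme reaction; no value below 0 was filed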
MK inhibit = S. pneumoniae MK inhibitors, primary screen, biochemical, PK/LDH-coupled NADH absorbance; mevalonate kinase [Streptococcus pneumoniae D39]; purified MK, PK/LDH-coupled NADH absorbance 340 nm; inhibition, % at 10 µM; 65,000 tested, 0.48% active; AID 555, 2006;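 active means ranked among the strongest by inhibition in the single 10 µM screen, a fixed top-ranked set picked for dose follow-up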; further: no value below 0 was filed
Alkaline phosphatase = human TNAP enzyme inhibitors, biochemical, luminescent (AID 518) | Alkaline phosphatase, tissue-nonspecific isozyme (Homo sapiens) | purified TNAP enzyme, luminescent substrate readout; higher % means a stronger effect | inhibition, % at 20 µM, or IC50 in µM where a hit was titrated | 64,000 tested, 0.09% active; in the data active means a potency from the dose series; inactive means the rest, 99 in 100 with inhibition below about 22%;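 further: plate controls were vehicle for no effect and reference inhibitor for full effect; many of its hits are not listed in these tables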
Bfl-1 inhibitors = Bfl-1 inhibitors, primary screen, biochemical, fluorescence polarization, FITC-Bid, mouse (AID 432); Bcl-2-related protein A1 (Mus musculus); displacement, % at 20 µM; hits with a dose series show IC50 in µM; 64,000 tested, 0.02% active; FITC-Bid BH3 peptide fluorescence polarization displacement; higher % means a stronger effect; in the data active means a potency from the dose series; inactive means the rest, 99 in 100 with displacement below about 15%; further: strong numbers were not always called active
LYP phosphatase = LYP phosphatase inhibitors, primary screen, biochemical, DiFMUP fluorescence, recombinant catalytic domain, 10 µM (AID 606). Tyrosine-protein phosphatase non-receptor type 22 (Homo sapiens). 52,000 tested, under 10 active. one-dose inhibition, % at 10 µM; IC50 in µM for titrated hits. recombinant LYP catalytic domain, DiFMUP fluorescence; higher % means a stronger effect;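 active means IC50 under 40 µM in the dose-response test; inactive means IC50 of 40 µM or more, or never dose-tested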
HPDE-C7 cytotoxicity = cytotoxicity in HPDE-C7 cells, cell-based, fluorescence, HTS (AID 430) | HPDE-C7 pancreatic duct cells viability, fluorescence; higher % means a stronger effect | cytotoxicity, % at 10 µM; hits with a dose series show EC50 in µM | 63,000 tested, 1.8% active;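 further: cells exposed to compound for 48 hours before viability readout; 0% = vehicle and 100% = reference cytotoxic drug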
HT1080 cytotoxicity = cytotoxicity in HT1080 fibrosarcoma cells, cell-based, fluorescence readout (AID 620); HT1080 viability, fluorescence; higher % means a stronger effect; cytotoxicity, % at 10 µM, or EC50 in µM where a hit was titrated; 87,000 tested, 0.42% active;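 further: cells exposed to compound overnight then 4 h with Alamar Blue; 0% = vehicle DMSO and 100% = killing control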
PMK inhibit pilot replicates = second read-out of PMK inhibit, no call of its own (marks repeat the call); inhibition, %; measured here: pilot screen replicates
MK inhibit pilot replicates = recorded beside MK inhibit, whose call it bears; inhibition, %; measured here: pilot screen replicates
Spn DPM-DC inh pilot screen % = also measured in Spn DPM-DC inh; calls as there; inhibition, %; measured here: pilot screen trials
An asterisk follows results filed as active; i = inactive; . = not tested or not shown. Unless noted, no stated cut-off is given here; in the data, active means cytotoxicity above about 50%; inactive means the rest.

SMILES	Spn DPM-DC inh	HPDE-C7K KRASV12	PMK inhibit	MK inhibit	Alkaline phosphatase	Bfl-1 inhibitors	LYP phosphatase	HPDE-C7 cytotoxicity	HT1080 cytotoxicity	others
CCN(CC)CCCN1C(=O)C(=O)/C(=C(/O)c2ccc3c(c2)OCCO3)C1c1ccc(C)o1 (stereo not drawn)	i	2%	9	0	6%	3%	1%	-9%	-9%
O=C(CSc1nnc(-c2ccncc2)n1C1CCCCC1)Nc1ccccc1	i	2%	11	7	10%	0%	.	-2%	-7%
CC(=O)c1cc(F)c(N2CCN(C(=O)c3ccco3)CC2)cc1C	i	-4%	7	1	12%	3%	-1%	-5%	-4%
CCOc1ccc2[nH]c(=O)c(CN(Cc3cccnc3)C(=O)Nc3ccccc3OC)cc2c1	i	8%	1	1	4%	4%	15%	4%	0%
CCOC(=O)CC(=O)CSc1ncnc2c1cnn2-c1ccccc1	i	1%	12	14	5%	-3%	.	-5%	21%
CC(=O)N1CCN(c2ccc(Oc3ncnc4sccc34)cc2)CC1	i	-21%	13	0	-1%	0%	-11%	-9%	20%
O=C(CN(C(=O)CSc1nnc(COc2ccccc2)o1)c1ccc(F)cc1)NC1CCCC1	i	-1%	4	12	-5%	-6%	-9%	-2%	2%
Cc1ccc2oc(=O)cc(CN3CCOCC3)c2c1	i	-14%	13	5	4%	-2%	.	-17%	5%
O=C1c2ccccc2C(Nc2ccc(F)c(Cl)c2)N1Cc1ccco1 (stereo not drawn)	i	21%	7	4	17%	-2%	9%	20%	-12%	PMK inhibit pilot replicates=3.5;MK inhibit pilot replicates=1.5;Spn DPM-DC inh pilot screen %=0.0
Cc1c(N2C(=O)c3ccc4c5c(ccc(c35)C2=O)CC4)c(=O)n(-c2ccccc2)n1C	i	6%	22	1	14%	3%	0%	-3%	18%
CCC(=O)c1ccc(OCC(O)CN2CC(C)OC(C)C2)cc1 (stereo not drawn)	i	7%	13	16	4%	-7%	-3%	4%	2%
Cc1cccn2c(=O)c3cc(C(=O)NCc4cccnc4)c(=N)n(C)c3nc12	i	-1%	9	3	11%	2%	9%	-2%	-2%
C=CCOC(=O)C1=C(C)N=C2SCCC(=O)N2C1c1ccc(OC(=O)c2ccco2)cc1 (stereo not drawn)	i	0%	0	6	6%	-1%	-4%	-3%	2%
CCC(=O)N1CCc2cc(Br)cc(S(=O)(=O)NCCN3CCCCC3C)c21 (stereo not drawn)	i	-16%	0	6	4%	0%	16%	-24%	-2%
O=C(COc1ccc(S(=O)(=O)NCc2ccccc2)cc1Cl)N1CCOCC1	i	.	14	13	9%	-3%	.	.	-1%
CCOc1ccccc1C1NC(=O)NC(C)=C1C(=O)OC1CCCCC1 (stereo not drawn)	i	0%	14	6	3%	-4%	0%	2%	14%
COc1ccc(-n2c(N)c(-c3nc4ccccc4n3C)sc2=S)cc1	i	.	0	0	.	.	.	.	-5%
CCOC(=O)c1c(CN2CCOCC2)oc2ccc(OC)cc12	i	-7%	17	14	-3%	-4%	.	1%	-9%
COc1ccc(NC(=O)COC(=O)c2ccc(N3CCCC3=O)cc2)cc1OC	i	10%	12	6	0%	-6%	.	4%	-3%
Cc1cc(=O)n2[nH]c(N3C(=O)CCC3=O)nc2n1	i	-12%	7	0	12%	-5%	4%	-12%	-7%
CC(=O)N(c1ccc(C)cc1)C1C=CS(=O)(=O)C1 (stereo not drawn)	i	-7%	0	0	0%	1%	-5%	-3%	.
COc1ccc(NC(=O)CCCN2C(=O)C3C4C=CC(C4)C3C2=O)c(OC)c1 (stereo not drawn)	i	-16%	10	3	6%	0%	-4%	-9%	-1%	PMK inhibit pilot replicates=3.0;MK inhibit pilot replicates=0.0;Spn DPM-DC inh pilot screen %=5.5
CN1C(=O)N(C)C2(c3ccccc3)Nn3c(s/c(=C/c4ccco4)c3=O)=NC12c1ccccc1 (stereo not drawn)	i	-2%	16	12	4%	-3%	12%	4%	-13%
CCSc1nnc(NC(=O)c2cccnc2)s1	i	8%	0	3	9%	-9%	7%	-2%	4%

Quoted at random: 3 records from the list, in no set order.
SMILES	Spn DPM-DC inh	HPDE-C7K KRASV12	PMK inhibit	MK inhibit	Alkaline phosphatase	Bfl-1 inhibitors	LYP phosphatase	HPDE-C7 cytotoxicity	HT1080 cytotoxicity	others
CN1C(=O)N(C)C2(c3ccccc3)Nn3c(s/c(=C/c4ccco4)c3=O)=NC12c1ccccc1 (stereo not drawn)	i	-2%	16	12	4%	-3%	12%	4%	-13%
CCOc1ccccc1C1NC(=O)NC(C)=C1C(=O)OC1CCCCC1 (stereo not drawn)	i	0%	14	6	3%	-4%	0%	2%	14%
CC(=O)N(c1ccc(C)cc1)C1C=CS(=O)(=O)C1 (stereo not drawn)	i	-7%	0	0	0%	1%	-5%	-3%	.

Continuation:
SMILES	Spn DPM-DC inh	HPDE-C7K KRASV12	PMK inhibit	MK inhibit	Alkaline phosphatase	Bfl-1 inhibitors	LYP phosphatase	HPDE-C7 cytotoxicity	HT1080 cytotoxicity	others
Cn1c(-c2ccc3c(c2)OCO3)cnc1NCc1ccccc1	i	-4%	12	0	11%	0%	.	-2%	-5%
Cc1cc(C)nc(NC2=NCC(=O)N2c2ccc(F)c(Cl)c2)n1	i	-7%	0	3	6%	6%	10%	2%	11%
Cc1cnc(-c2nnc(N(C)C(=O)C3CCOC3)s2)cn1 (stereo not drawn)	i	-4%	5	7	16%	-5%	46%	-8%	1%	PMK inhibit pilot replicates=0.0;MK inhibit pilot replicates=1.0;Spn DPM-DC inh pilot screen %=20
Cn1cc(C(=O)c2ccc(Cl)cc2)cc1-c1nc2ccccc2n1C	i	34%	3	0	-1%	0%	5%	33%	-4%
COc1ccccc1-c1nc(SCC(=O)O)n[nH]1	i	-10%	2	4	5%	-2%	14%	6%	-6%
CC1CN(c2cc(=O)n(-c3cccc(Br)c3)c(=O)[nH]2)CC(C)O1 (stereo not drawn)	i	-2%	2	5	-2%	-2%	0%	-6%	3%
Cc1nc2cc(NC(=O)N3c4ccccc4CC3C)ccc2n1C (stereo not drawn)	i	-8%	6	6	10%	-1%	14%	-10%	11%
CCC(=O)N(Cc1ccco1)c1nc(-c2cc(OC)ccc2OC)cs1	i	-3%	5	5	8%	6%	1%	6%	13%	PMK inhibit pilot replicates=0.0;MK inhibit pilot replicates=6.0;Spn DPM-DC inh pilot screen %=12
CCOC(=O)N1CCC(NC(=O)c2cc(C(=O)NC3CCCC3)ccc2CO)CC1	i	4%	9	4	14%	-6%	-4%	-9%	.	PMK inhibit pilot replicates=1.0;MK inhibit pilot replicates=3.5;Spn DPM-DC inh pilot screen %=2.5
Cc1ccc(NC(=O)CCSc2nnc(-c3ccco3)o2)cc1	i	-21%	3	4	-1%	-4%	12%	-20%	-14%
COc1ccc(C2(CCN)CC(C)N(C)CC2C)cc1 (stereo not drawn)	i	0%	8	5	9%	-1%	6%	-6%	4%
COCCNC(=O)C(c1ccccc1)N(C(=O)Cn1nnc2ccccc21)c1cccnc1 (stereo not drawn)	i	-22%	20	7	5%	-5%	8%	-25%	9%
Fc1ccc2c(Cl)c(-c3nnc(-c4cccs4)o3)sc2c1	.	17%	14	1	-2%	3%	-4%	13%	1%
Cc1cc(C(=O)NCCCN2CCN(C3CCCCC3)CC2)n(-c2ccccc2)n1	i	-1%	0	10	17%	4%	4%	1%	13%	PMK inhibit pilot replicates=0.0;MK inhibit pilot replicates=0.0;Spn DPM-DC inh pilot screen %=0.0
N#CC(C(=O)NC1CCCCC1)c1nc2ccccc2nc1N1CCOCC1 (stereo not drawn)	i	14%	0	4	15%	10%	.	-5%	-8%
COc1cc(-c2nnc(COc3ccc4cc(Br)ccc4c3)o2)cc(OC)c1OC	i	76%*	14	5	9%	-6%	.	79%*	5%
Nc1ccnn1Cc1cccnc1	i	1%	14	0	9%	-7%	0%	4%	0%
CCOc1ccc(C(=O)CN2CCN(S(=O)(=O)c3ccc(Cl)cc3)CC2)cc1	i	0%	13	9	5%	1%	.	-8%	-6%
CC12CC(NC(=O)N1c1ccc(C(=O)N3CCN(c4ccccn4)CC3)cc1)c1ccccc1O2 (stereo not drawn)	i	1%	13	3	5%	3%	15%	-6%	-1%
Cc1nc2ccccc2c(=O)n1/N=C/c1cccnc1	i	20%	0	4	15%	0%	.	-5%	.
CC(=O)Oc1cc2c(C(=O)NCCN3CCOCC3)c(C)oc2c2ccccc12	i	-2%	9	5	6%	6%	15%	-4%	-40%
CCOc1ccc(N2CC(=O)Nc3ccccc3NCC2=O)cc1	i	-16%	15	4	3%	-7%	4%	-4%	-9%
CCc1ccc(-c2nc(CSCC(=O)N3CCN(c4ccccn4)CC3)c(C)o2)cc1	i	.	8	0	.	.	.	.	20%
O=C(COc1ccccc1Cl)OCC(=O)N1CCN(S(=O)(=O)c2ccccc2)CC1	i	-3%	19	0	3%	-7%	3%	-1%	15%	PMK inhibit pilot replicates=8.0;MK inhibit pilot replicates=1.0;Spn DPM-DC inh pilot screen %=1.5
Cn1cc(C(=O)NCCc2ccccc2)c(=O)c2cc(S(=O)(=O)N3CCOCC3)ccc21	i	2%	7	4	2%	-10%	1%	-14%	4%
COc1cc(C(=O)OC(C)C(=O)N2CCc3ccccc3C2)ccc1OCC(=O)N1CCOCC1 (stereo not drawn)	i	-9%	12	3	6%	-6%	10%	-12%	-3%
NC(=O)C1CCCN(S(=O)(=O)c2ccc(Br)cc2)C1 (stereo not drawn)	i	-15%	0	4	8%	-4%	7%	-15%	0%
O=C(CN1C(=O)C2CC=CCC2C1=O)Nc1nccs1 (stereo not drawn)	i	4%	22	0	9%	-18%	12%	-1%	2%
O=C(C1CCC(CNc2c(N3CCCCC3)c(=O)c2=O)CC1)N1CCc2ccccc2C1 (stereo not drawn)	i	4%	9	2	15%	-2%	10%	-4%	-3%	PMK inhibit pilot replicates=3.0;MK inhibit pilot replicates=2.5;Spn DPM-DC inh pilot screen %=4.0
COC(=O)Nc1c(C)nn(Cc2ccccc2C)c1C	i	-8%	8	0	8%	-6%	15%	-1%	9%
Cc1cc(=O)n2nc(N3CCCC3C(=O)NCc3ccccn3)sc2n1 (stereo not drawn)	i	1%	21	0	1%	-5%	7%	6%	4%
Cc1csc(NC(=O)c2ccoc2C)n1	i	6%	0	6	12%	-3%	-6%	-6%	-3%	PMK inhibit pilot replicates=6.0;MK inhibit pilot replicates=0.0;Spn DPM-DC inh pilot screen %=2.0
CC(C)COc1ccc(C2NC(=O)NC2=O)cc1 (stereo not drawn)	i	4%	18	11	15%	4%	11%	-3%	-6%	PMK inhibit pilot replicates=1.5;MK inhibit pilot replicates=3.5;Spn DPM-DC inh pilot screen %=2.0
